# High-throughput results: PubChem BioAssay, several laboratories
# Lmaj promast = Leishmania major promastigote growth inhibition | AID 1063 | inhibition, % at 10 µM | Leishmania major promastigotes, resazurin fluorescence viability | 9% of 200,000 active; in the data active = inhibition above about 50%;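 also: promastigotes grown with compound for 44 hours at 28 °C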
# RAM inhibit = blocks the yeast RAM network. AID 868. 1.8% of 190,000 active. S. cerevisiae dse1pr::URA3 reporter, 5-FOA growth OD615, 2 d; analog-sensitive cbk1-as2 kinase mutant strain. inhibition, % at 50 µM;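 active = inhibition above a set limit, 3 SD over mean compound inhibition, cut at about 8.4% in these data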;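 also: 0% = DMSO-only wells with no growth and 100% = 10 µM 1-NA-PP1 full growth; inhibition rescues growth on 5-FOA so higher OD means more RAM inhibition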
# Efa HMGR inh = blocks class II HMG-CoA reductase of Enterococcus faecalis. 0.41% of 190,000 active. inhibition, % at 10 µM. AID 1066. purified E. faecalis HMGR, NADPH absorbance 340 nm kinetic;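 active = inhibition above a set limit, the median over all tested compounds plus 3 SD, cut at about 9.5% in these data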;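 also: enzyme runs in reverse so mevalonate oxidation gives rising NADPH absorbance; 0% = complete reaction with DMSO and 100% = background rate lacking mevalonate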
# PPARg SRC-3 ag = PPARgamma-driven SRC-3 recruitment agonism | P37231 | biochemical PPARgamma/SRC-3 coactivator recruitment assay | activation, % at 8 µM | 0.26% of 200,000 active | AID 731; in the data active = activation above about 23%;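 also: 0% = DMSO and 100% = reference agonist; some compounds past the cut are filed as inactive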
# Target sequence (P37231 whole entry, looked up): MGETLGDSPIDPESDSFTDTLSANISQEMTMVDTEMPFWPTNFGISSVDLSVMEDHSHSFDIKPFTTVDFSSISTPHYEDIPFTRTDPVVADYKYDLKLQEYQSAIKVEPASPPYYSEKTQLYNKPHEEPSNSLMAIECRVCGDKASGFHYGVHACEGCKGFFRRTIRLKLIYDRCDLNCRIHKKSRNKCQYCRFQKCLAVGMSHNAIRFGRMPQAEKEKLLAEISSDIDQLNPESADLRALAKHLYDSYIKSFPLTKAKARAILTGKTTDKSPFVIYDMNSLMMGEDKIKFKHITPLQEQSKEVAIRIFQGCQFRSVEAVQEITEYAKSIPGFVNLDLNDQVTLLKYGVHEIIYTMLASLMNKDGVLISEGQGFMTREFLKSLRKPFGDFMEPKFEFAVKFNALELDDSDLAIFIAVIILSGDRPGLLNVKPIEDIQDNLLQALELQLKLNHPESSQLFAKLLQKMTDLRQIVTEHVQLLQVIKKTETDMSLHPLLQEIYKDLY
# PPARg SRC-1 ag = promotes SRC-1 coactivator recruitment by human PPARgamma; P37231; PPARgamma-SRC-1 coactivator recruitment biochemical assay; activation, % at 8 µM; 0.41% of 200,000 active; in the data active = activation above about 19%;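 also: 0% = DMSO and 100% = reference agonist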
# ROMK mod = human ROMK K+ channel modulation, primary screen; Tet-inducible ROMK, thallium flux fluorescence; actives lie on both sides; 2% of 130,000 active; B-score at 10 µM; P48048;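 active = signal ratio slope over the read window, or its plate-corrected B-score, at least 3 SD from the plate mean, either direction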;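 also: B-score of the F/F0 ratio slope over 7 to 12 s after thallium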
# Target sequence (P48048 whole entry, looked up): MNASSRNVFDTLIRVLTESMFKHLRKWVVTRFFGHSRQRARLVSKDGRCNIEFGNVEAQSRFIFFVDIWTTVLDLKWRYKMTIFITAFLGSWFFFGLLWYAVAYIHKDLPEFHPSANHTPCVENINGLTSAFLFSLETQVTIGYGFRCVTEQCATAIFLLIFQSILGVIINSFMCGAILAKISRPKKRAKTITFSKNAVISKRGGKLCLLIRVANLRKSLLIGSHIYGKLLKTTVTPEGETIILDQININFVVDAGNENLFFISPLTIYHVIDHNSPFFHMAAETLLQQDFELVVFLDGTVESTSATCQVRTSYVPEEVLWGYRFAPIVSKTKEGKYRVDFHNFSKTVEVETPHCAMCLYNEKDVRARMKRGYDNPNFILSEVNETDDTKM
# PPARg SRC-2 ag = agonists of SRC-2 recruitment by human PPARgamma; P37231; PPARgamma LBD-SRC-2 recruitment, biochemical; activation, % at 8 µM; AID 1032; 0.34% of 200,000 active; in the data active = activation above about 22%;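 also: 0% = vehicle and 100% = reference agonist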
# S1P3 antagonist = S1P3 (human) receptor antagonism; Q99500; CHO S1P3 NFAT-BLA reporter, FRET fluorescence, antagonist mode; inhibition, % at 4.98 µM; 0.27% of 170,000 active;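 active = inhibition above the plate cutoff, the mean inhibition of test wells on that plate plus 3 SD, cut at about 28% in these data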;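 also: cells challenged with S1P at its EC80 of 0.8 µM; blue over green emission ratio from cleaved BLA substrate after 4 h stimulation; 0% = S1P-stimulated wells and 100% = unstimulated DMSO-only wells; some compounds past the cut are filed as inactive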
# Redox H2O2 prof = compounds producing H2O2 with reducing agent – biochemical, NIH compound library profiling, artefact control for MLSCN library redox annotation, primary screen; DTT-dependent redox cycling H2O2, phenol red/HRP absorbance; 100% = 100 µM peroxide control, 0% = buffer; 0.03% of 200,000 active; activation, % at 10 µM;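 active = activation of at least 50% relative to the plate's high and low controls in the primary single-dose screen; inactive = activation below 50%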;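 also: compound incubated with DTT at 0.8 mM final as the reducing agent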
# SRC2 TRFRET art = TR-FRET artefact, counter-screen to PPARgamma/SRC-2 agonist assay; stronger effect = higher value; TR-FRET ratio at 8 µM; 0.4% of 200,000 active; AID 1049; in the data active = TR-FRET ratio above about 2000; also: inactives centre near 1500
# bIAP inh = blocks bovine intestinal alkaline phosphatase activity; inhibition, % at 20 µM; AID 1019; 190,000 tested, under 10 active; purified bovine IAP, CDP-star luminescence, 30 min;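 active = over 50% inhibition of intestinal alkaline phosphatase at 20 µM in the single-dose screen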
#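 test system = bovine IAP enzyme | medium = DEA buffer 100 mM, pH 9.8, with MgCl2 1.0 mM, ZnCl2 0.02 mM | detection = luminescence | dosing = single compound dose of 20 µM, 2% DMSO final | incubation = 30 min reaction at room temperature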
# Numbers without * were called inactive; · = no result given.
# Assay codes: A = Lmaj promast; B = RAM inhibit; C = Efa HMGR inh; D = PPARg SRC-3 ag; E = PPARg SRC-1 ag; F = ROMK mod; G = PPARg SRC-2 ag; H = S1P3 antagonist; I = Redox H2O2 prof; J = SRC2 TRFRET art; K = bIAP inh
1) CC(C)C(NC(=O)C12CC3CC(CC(C3)C1)C2)C(=O)N/N=C/C1=C(N2CCOCC2)C(=C\c2ccc([N+](=O)[O-])cc2)/CC1 (stereo not drawn)
  A = 97*; B = 3.2; C = 0; D = 0; E = 4; F = ·; G = -8; H = -9; I = -0.1; J = 1675; K = 12
2) CCNC(=O)CC1C(=O)N(c2ccccc2)C(=O)N1CCc1ccc(OC)c(OC)c1 (stereo not drawn)
  A = -4; B = 0.7; C = -8; D = 11; E = 4; F = ·; G = 3; H = ·; I = 0.6; J = 1625; K = 5
3) O=C(c1ccccc1)c1c[nH]cc1-c1ccccc1
  A = -6; B = 0.5; C = 7; D = -16; E = -3; F = 0.051; G = -6; H = ·; I = 1.0; J = 1511; K = 10
4) O=C(COC(=O)c1ccc2c(=O)n3c(nc2c1)CCC3)NC1CCS(=O)(=O)C1 (stereo not drawn)
  A = 0; B = 0.1; C = 3; D = 2; E = 4; F = 0.034; G = 14; H = -5; I = -1.5; J = 1555; K = -5
5) COc1ccc(C(=O)Nc2nc(C)c(C(=O)N(C)C)s2)cc1OC
  A = -1; B = 0.5; C = -3; D = 1; E = 0; F = ·; G = 6; H = 11; I = 1.8; J = 1511; K = -1
6) O=C(CSc1nnc2ccc(-c3ccccc3)nn12)NCC1CCCO1 (stereo not drawn)
  A = -1; B = 0.9; C = 0; D = -5; E = 2; F = 0.78; G = 3; H = -6; I = -0.1; J = 1493; K = 0
7) COC(=O)c1cc(C(=O)CC(C)C)c[nH]1
  A = -3; B = 1.1; C = -2; D = 0; E = 9; F = 1.4; G = 1; H = -15; I = 0.0; J = 1715; K = -3
8) CCOC(=O)Cc1[nH]nc2c1C(C1C=CCCC1)C(C#N)=C(N)O2 (stereo not drawn)
  A = 19; B = 1.6; C = -1; D = -3; E = 18; F = ·; G = 5; H = -12; I = 0.4; J = 1649; K = -30
9) COc1ccc(OCCSc2nnc3sc4ccccc4n23)cc1
  A = -6; B = -0.5; C = -3; D = 10; E = 15; F = ·; G = 0; H = -28; I = 1.7; J = 1591; K = 5
10) Cc1nonc1C1CCCN1Cc1cn[nH]c1-c1ccc2c(c1)OCO2 (stereo not drawn)
  A = 14; B = 0.1; C = 1; D = -2; E = -3; F = 0.031; G = -2; H = -7; I = -1.9; J = 1556; K = 3
11) O=C(NC(=S)N1CCCc2ccccc21)c1ccco1
  A = -1; B = -0.4; C = -2; D = -2; E = -6; F = ·; G = -3; H = -20; I = 0.0; J = 1384; K = 2
12) Cc1ccc(CNC(=O)c2cc3c(s2)CN(Cc2ccccc2)C3)cc1
  A = 1; B = 1.0; C = -3; D = 0; E = -6; F = 0.21; G = -1; H = 3; I = 0.1; J = 1425; K = 28
13) O=C(Nc1nccs1)c1ccc(S(=O)(=O)N2CCCCC2)cc1
  A = 8; B = 5.7; C = -2; D = 3; E = -2; F = ·; G = -2; H = 17; I = -0.7; J = 1436; K = 13
14) Cc1oc(-c2cccc3ccccc23)nc1CN1CCN(c2ncnc3ccccc23)CC1
  A = 14; B = 0.7; C = -8; D = 4; E = 5; F = ·; G = 1; H = 2; I = -0.3; J = 1667; K = -1
15) O=C(c1cn(-c2ccccc2)nc1-c1ccncc1)N1CCCCC1
  A = -4; B = 2.0; C = 0; D = -13; E = -1; F = ·; G = -6; H = -14; I = 1.9; J = 1465; K = 2
16) Cc1cccc(N2CCN(CC(=O)Nc3ccccc3[N+](=O)[O-])CC2)c1C
  A = -5; B = 0.0; C = -3; D = 13; E = 2; F = ·; G = 2; H = ·; I = 4.5; J = 1489; K = -2
17) Cc1ccc(-c2cc(-c3ccccc3[N+](=O)[O-])[nH]n2)c(O)c1
  A = 12; B = 1.7; C = -2; D = 9; E = 10; F = ·; G = 14; H = ·; I = 2.0; J = 1529; K = -39
18) N#C/C(=C\c1cn(CC(=O)N2CCCC2)c2ccccc12)C(=O)NCc1ccc2c(c1)OCO2
  A = -3; B = 2.2; C = -4; D = -1; E = 2; F = -0.25; G = 5; H = 1; I = -0.2; J = 1589; K = ·
19) CSC1=NCCN1C(=O)c1c(F)cccc1Cl
  A = 4; B = -1.0; C = -2; D = 13; E = 8; F = ·; G = 6; H = 8; I = 1.0; J = 1696; K = 6
20) O=C(c1coc(=O)c2ccccc12)N1CCN(Cc2ccccc2)CC1
  A = -4; B = 0.3; C = -3; D = -4; E = 0; F = 0.52; G = 3; H = 3; I = 1.7; J = 1407; K = 0
21) COc1ccc(C(=O)C2CCCN(C3Cc4ccccc4C3)C2)cc1OC (stereo not drawn)
  A = 93*; B = 1.1; C = 3; D = -1; E = 7; F = ·; G = 0; H = 5; I = -0.4; J = 1525; K = -12
22) O=c1c2c(-c3ccc(Cl)cc3)csc2ncn1/N=C/c1cccc([N+](=O)[O-])c1O
  A = 9; B = 1.1; C = 2; D = 0; E = 3; F = -0.58; G = 9; H = 4; I = 0.9; J = 1537; K = 2
23) CCN(CC)S(=O)(=O)c1ccc(-c2nnc(SCC(=O)Nc3ccc4c(c3)OCO4)o2)cc1
  A = -2; B = -0.5; C = -3; D = -1; E = 3; F = ·; G = -3; H = 0; I = 2.0; J = 1654; K = 6
24) O=C(C1CC1c1ccccc1)N1CCN(c2cccc(Cl)c2)CC1 (stereo not drawn)
  A = 4; B = 9.5*; C = -5; D = 1; E = 4; F = -1.4; G = 13; H = -39; I = -1.2; J = 1582; K = -1
25) COC(=O)/C=C/c1oc2ccccc2c1C
  A = -5; B = 0.0; C = -3; D = 4; E = 0; F = -0.15; G = -4; H = -6; I = -1.9; J = 1494; K = -4

# Assay codes: A = Lmaj promast; B = RAM inhibit; C = Efa HMGR inh; D = PPARg SRC-3 ag; E = PPARg SRC-1 ag; F = ROMK mod; G = PPARg SRC-2 ag; H = S1P3 antagonist; I = Redox H2O2 prof; J = SRC2 TRFRET art; K = bIAP inh
26) Cc1cnc(C(=O)Nc2ccc(N3CCN(C(=O)OC(C)(C)C)CC3)cc2)cn1
  A = -7; B = 2.4; C = 2; D = -8; E = 8; F = ·; G = 2; H = -8; I = 4.1; J = 1473; K = 6
27) COc1ccc(-c2nc(NC(=O)CSc3nnc(C)s3)ns2)cc1
  A = -3; B = 3.3; C = -7; D = 7; E = 9; F = ·; G = 13; H = 22; I = 2.1; J = 1592; K = -1
28) O=C(CSc1nnc(COc2cccc3cccnc23)o1)N1CCN(C(=O)c2ccco2)CC1
  A = -3; B = 0.5; C = 3; D = 12; E = 3; F = 1.5; G = 3; H = ·; I = -1.1; J = 1510; K = ·
29) O=C1CC(c2cccc(F)c2)C2=C(CCCC2=O)N1 (stereo not drawn)
  A = -6; B = 0.6; C = 2; D = 1; E = -3; F = ·; G = 4; H = -30; I = 0.4; J = 1566; K = 2
30) CCOC(=O)Cn1c(=N)n(CCOc2cccc(C)c2)c2ccccc21
  A = -3; B = 0.0; C = -1; D = -16; E = -4; F = ·; G = -5; H = 7; I = 2.2; J = 1462; K = 4
31) O=C(COC(=O)C1CC(O)CN1S(=O)(=O)c1ccc(Cl)cc1)c1ccccc1 (stereo not drawn)
  A = 0; B = -0.6; C = -3; D = 3; E = -1; F = ·; G = 0; H = 16; I = -0.1; J = 1655; K = 11
32) COc1ccc(N2CCN(CC(O)COc3ccc4c(c3)CCC4)CC2)cc1 (stereo not drawn)
  A = 92*; B = 0.7; C = -4; D = 7; E = -6; F = -4.5*; G = 11; H = ·; I = -0.2; J = 1474; K = -3
33) Cc1ccc(N(CC(=O)NC(C)(C)C)C(=O)CNC(=O)c2cccs2)cc1
  A = -1; B = 0.4; C = -8; D = -4; E = 1; F = 0.38; G = -4; H = -2; I = 0.3; J = 1696; K = -15
34) CN=C1S/C(=C\c2ccc(N3CCOCC3)cc2C)C(=O)N1C
  A = 37; B = 2.8; C = -5; D = 1; E = 0; F = 0.013; G = -8; H = 1; I = -0.5; J = 1462; K = 9
35) CCCOc1ccc(C(=O)c2nc3c(n2O)CCCCC3)cc1
  A = 1; B = 1.3; C = 4; D = 10; E = 10; F = -1.6; G = 2; H = ·; I = 1.3; J = 1564; K = 5
36) Cc1noc(N)c1C(=O)Nc1ccc(F)c(Cl)c1
  A = -11; B = 0.7; C = 3; D = 5; E = 9; F = -0.36; G = 3; H = -27; I = -1.6; J = 1576; K = 11
37) Fc1c(F)c(F)c(N=Cc2ccc3ncccc3c2)c(F)c1F
  A = -2; B = 2.6; C = 1; D = 2; E = 1; F = -0.069; G = 5; H = 5; I = 0.0; J = 1550; K = -51
38) N#CC1=C(S)N(c2ccc(F)cc2)C(c2cccs2)NC1=O (stereo not drawn)
  A = 5; B = 0.3; C = -2; D = -5; E = -1; F = 1.2; G = -2; H = ·; I = 0.2; J = 1322; K = 10
39) CCC(C)Nc1nc(-c2ccc3c(c2)NC(=O)CO3)cs1 (stereo not drawn)
  A = -2; B = 2.1; C = -2; D = 2; E = -3; F = ·; G = 12; H = ·; I = -0.4; J = 1508; K = 13
40) CC(=O)c1ccc(Nc2c3c(c(C#N)c4nc5ccccc5n24)CCC3)cc1
  A = 4; B = 4.5; C = -5; D = 5; E = 2; F = ·; G = -1; H = -10; I = 0.6; J = 1461; K = 5
41) CC(C)NC(=O)COc1ccccc1C#N
  A = 5; B = -0.1; C = 2; D = 2; E = -4; F = -0.61; G = -11; H = -8; I = 0.3; J = 1307; K = 8
42) CC(C)N(Cc1ccccc1)CC(O)COc1ccc(S(=O)(=O)N2CCOCC2)cc1Cl (stereo not drawn)
  A = 100*; B = 0.0; C = -5; D = -3; E = 6; F = 0.0077; G = -3; H = -9; I = -0.3; J = 1493; K = 11
43) O=C(Cc1ccccc1)NCC(=O)OCC(=O)c1ccccc1Cl
  A = 93*; B = 0.8; C = 1; D = 5; E = 3; F = -0.02; G = 9; H = -14; I = -0.7; J = 1545; K = -6
44) COC(=O)C1=C(C)N(c2ccc(F)cc2)C(=O)C1
  A = 0; B = 3.7; C = 2; D = 13; E = 1; F = ·; G = 7; H = ·; I = -0.6; J = 1616; K = 9
45) Cc1ccc(NC(=O)CNCc2ccccc2)c(Br)c1
  A = -4; B = 0.7; C = -1; D = -3; E = -5; F = -0.083; G = -2; H = 15; I = -0.1; J = 1537; K = 16
46) O=S(=O)(Nc1cccc2ccccc12)N1CCCC1
  A = 3; B = 2.5; C = -6; D = 11; E = -2; F = ·; G = -4; H = -2; I = 3.4; J = 1430; K = -1
47) Cc1cc(C(=O)NCc2cc(C(=O)O)oc2C)c(C)o1
  A = -9; B = 0.1; C = 2; D = 6; E = 6; F = -0.086; G = 5; H = -45; I = 3.6; J = 1423; K = 12
48) CC1CCCCN1Cc1ccc(N(C)C)cc1 (stereo not drawn)
  A = -3; B = -0.9; C = -7; D = 6; E = 0; F = ·; G = 1; H = ·; I = 0.7; J = 1632; K = 12
